E coli WT inh: blocks growth of wild type E. coli BW25113 | E. coli BW25113 growth inhibition, OD600 | inhibition, % at 10 µM | hit rate 0.05% among 20,000 | AID 552; in the data active means inhibition above about 40%;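 further: bacteria exposed to compound for 20 hours at 37 °C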
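Material: bacterial strain in a whole-cell growth screen; Amount: inoculum from a 1:1000 dilution of a 1.5 h subculture; Buffer or medium: LB plus kanamycin 50 µg/mL; Dosing: one dose, 10 µM final; Times: compound exposure of 20 h at 37 °C; Measured by: absorbance at 615 nm as a measure of bacterial growth.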
Starred values were filed as active, the others as inactive. These rows are one share of the data; rates above refer to the full screens.

SMILES	E coli WT inh
O=C(CCN1C(=O)c2ccccc2C1=O)Nc1sc2c(c1C(=O)NCc1ccco1)CCCC2	-24
COc1ccccc1N1CCN(C(=O)c2oc3cc(C)c(C)cc3c2C)CC1	0
COc1oc(-c2ccccc2)nc1C(F)(F)F	3
CCn1nnc(NC(=O)COc2ccc(C3CCCCC3)cc2)n1	-24
Cc1cccc(-c2nc(CN3CCCC(C(=O)NC4CCCC4)C3)c(C)o2)c1 (centres undefined)	0
O=C(Oc1ccc2c(c1)OCO2)c1ccc(Br)c(S(=O)(=O)N2CCOCC2)c1	5
Cc1cc(NC(=O)c2cc(-c3ccccc3)on2)n(-c2ccccc2)n1	-14
CCOc1ccc2[nH]c(=O)c(CN(CCOC)C(=O)N3CCOCC3)cc2c1	7
COC(=O)C(F)(F)Sc1c(C)[nH]c2ccccc12	0
Cc1cccc(NC(=O)CSc2nnc(CCCCCNC(=O)OC(C)(C)C)o2)c1C	-14
COc1ccc(C(=O)N(Cc2ccco2)C(C(=O)NC2CCCC2)c2ccc(O)cc2)cc1OC (centres undefined)	-4
O=CN1Cc2[nH]c3ccccc3c2N(c2ccc(Cl)cc2)C1=O	-22
Cc1cc(C)nc(SCNC(=O)c2ccccc2)n1	-20
CCCn1c(OC)nc2c1c(=O)n(C)c(=O)n2C	8
O=c1[nH]c(CN2CCN(Cc3ccccc3)CC2)nc2sc3c(c12)CCC3	3
COCCCNC(=O)c1c(N)n(-c2ccc3c(c2)OCO3)c2nc3ccccc3nc12	-8
Cc1ccc(S(=O)(=O)N(CC(=O)N2CCC(C(N)=O)CC2)c2cccc(C(F)(F)F)c2)cc1	-3
CCOC(=O)Nc1ccc2c(c1)nc(CN1CCOCC1)n2C	-19
Cc1ccc(CN2C(=O)CCC2C(=O)NCCCN2CCC(C)CC2)cc1 (centres undefined)	-5
CCOC(=O)Cc1csc(NC(=O)c2ccoc2C)n1	6
O=C(N1CCCCCC1)N1CCN(C(=O)N2CCCCC2)CC1	-22
N#C/C(=C\c1ccc[nH]1)S(=O)(=O)c1ccccc1	-9
Nn1cnnc1SCC(=O)Nc1ccc2c(c1)OCCO2	0
O=C(COC(=O)c1cccc(S(=O)(=O)N2CCc3ccccc32)c1)NC1CCS(=O)(=O)C1 (centres undefined)	-6
CCOc1cc(C2C(C(=O)OC)=CN(C3CCCC3)C=C2C(=O)OC)cc(Br)c1O	-11
Other results
SMILES	E coli WT inh
CCC1CCCCN1C(=O)Nc1ccc(F)cc1 (centres undefined)	-18
O=C(Nc1cc(N2CCOCC2)ncn1)Nc1cccc2ccccc12	-20
O=C(NCCCN1CCOCC1)c1cc(-c2ccc(Cl)cc2)on1	-4
O=C1CSC(=Nc2cc(Cl)ccc2Cl)N1	1
CC(=O)n1nc(-c2ccco2)nc1SCc1ccccc1	11
Cn1c2c(c(=O)[nH]c1=O)C(NC(=O)c1ccco1)(C(F)(F)F)C(=O)N2 (centres undefined)	7
CCCNC(=O)c1ccccc1NC(=O)CN(c1ccccc1OCC)S(C)(=O)=O	-5
CCOc1ccc(NC(=O)CNC(=O)c2ccc(OC)c(OC)c2)cc1	-19
Nc1cc(=O)nc(SCc2ccccc2)n1Cc1ccco1	-12
CCOC(=O)c1[nH]c(C)c(C(=O)Nc2ccc(Cl)cc2)c1C	11
CCN(Cc1ccccc1)C(c1ccncc1)c1nnnn1C(C)(C)C (centres undefined)	-3
Cc1ccc(-c2noc(CCC(=O)N3CCN(c4cccc(C(F)(F)F)c4)CC3)n2)cc1	4
Cc1cc(C)n(-c2nc3c(c(=O)n(C)c(=O)n3C)n2Cc2cccc(Br)c2)n1	-15
c1ccc(CNc2ncnc3ccccc23)cc1	-3
O=C(O)C1C2C=CC(O2)C1C(=O)NCc1ccc(Cl)cc1 (centres undefined)	-5
CCN(CC)CCN1C(=O)C(=O)/C(=C(/O)c2cccc(OC)c2)C1c1ccccn1 (centres undefined)	-18
CCN(CC)C(=O)c1sc2nc(-c3cccs3)cc(-c3cccs3)c2c1N	17
CC(C)OC(=O)c1cc(=O)[nH]c2ccccc12	-1
CCc1nnc(NC(=O)c2cc3c(s2)CCCCC3)s1	13
CSc1ccc(S(=O)(=O)NCc2ccccc2Cl)cc1	-13
COc1cccc(CC(=O)Nn2c(C)nc3ccccc3c2=O)c1	6
Cc1onc(-c2ccccc2Cl)c1C(=O)Nc1cccnc1	-4
COc1ccc(C)cc1NC(=O)CSc1nc(SC)ns1	-18
Cc1ccc(NC(=O)c2ccc3ccccc3n2)nc1	-10
COc1ccc(C(=O)c2oc3ccccc3c2N)cc1	-24
Going on with the list.
SMILES	E coli WT inh
O=C(CCNC(=O)Cn1ccc2ccccc2c1=O)NCCN1CCN(c2ccccc2F)CC1	-1
Cc1ccc(C(=O)NCc2ccc(Cl)cc2)o1	3
COc1ccc(-c2nc(CS(=O)CC(=O)NCc3ccccn3)c(C)o2)cc1 (centres undefined)	4
O=C(Nc1ccccc1)c1ccc2nc(-c3ccco3)c(-c3ccco3)nc2c1	-17
Cc1nc2ccc(NC(=O)N3CCCCC3)cc2s1	-6
O=C(COc1ccc2c(c1)OCO2)NC12CC3CC(CC(C3)C1)C2	1
CC1=C(C(=O)OCC2CCCO2)C(c2ccc(C)o2)C2=C(CC(c3ccc(N(C)C)cc3)CC2=O)N1 (centres undefined)	-19
CN(C)Cc1cc(C(C)(C)c2cc(CN(C)C)c(O)c(CN(C)C)c2)cc(CN(C)C)c1O	-16
Cc1nc2ccccc2c2c1C(=O)N(C(C)C)C2=O	0
O=C(Nc1cccnc1)c1ccc(Oc2ccccc2)cc1	-8
O=C(NCc1ccccn1)c1cc(-c2ccccc2)on1	-14
Cc1cc(C)c2nc(-c3ccccn3)cc(C(=O)NCc3ccco3)c2c1	3
CCOC(=O)c1cnc2nc(COc3ccccc3)[nH]n2c1=O	-24
O=c1c2ccccc2nc2n1CCN2	0
Cc1ccc(OCC(=O)N2CCCCCC2)c(C)c1	-22
CCNC(=O)C1CC(=O)N(Cc2ccc3c(c2)OCO3)C(=Nc2ccc(F)cc2)S1 (centres undefined)	-3
COc1cccc(S(=O)(=O)N2CCN(c3ccccc3F)CC2)c1	0
CC(=O)NC(C)C(=O)OCc1ccc(Cl)cc1Cl (centres undefined)	-5
O=C1CCCc2c1nn(-c1ccccc1)[n+]2[O-]	1
Cc1nc2nc(-c3cccnc3)[nH]n2c(=O)c1Cc1ccccc1	7
CCCOc1ccccc1NC(=O)c1ccc(N)cc1	-6
O=C1CC(c2ccccc2)NC(=O)N1 (centres undefined)	3
Cc1c(C(=O)N2CCOCC2)oc2c1C(=O)CC(C)(C)C2	-16
Nc1nc(NCc2ccccc2)nc(-c2ccccc2)n1	-11
Cc1ccc(-c2nnc3ccc(SCC(=O)NCc4ccco4)nn23)cc1	5
More results:
SMILES	E coli WT inh
CCOC(=O)c1sc(C)c2c(=O)n(CC)nnc12	8
Cc1cc(Oc2ccccc2)nc(OCC#N)n1	-18
CC(C)(C)NC(=O)CN(C(=O)CS(=O)CC(=O)Nc1ccc(F)cc1)c1ccc(Cl)cc1 (centres undefined)	-5
COCCn1c(C23CC4CC(CC(C4)C2)C3)n[nH]c1=S	-7
CC(=O)c1ccc(N2CCN(C(=O)c3cc(-c4ccc5c(c4)OCO5)nc4ccccc34)CC2)cc1	-19
O=C(Cn1nnc(-c2cc(Cl)ccc2-n2cnnn2)n1)N1CCCc2ccccc21	-4
CCC(Sc1nc2ccccc2c(=O)n1CCN1CCOCC1)C(=O)NCc1cccnc1 (centres undefined)	1
COC(=O)c1ccc(COc2ccc3c4c(c(=O)oc3c2)CCC4)o1	-16
CN(C)S(=O)(=O)c1cccc(-c2cn3ccccc3n2)c1	-20
Cc1cc(C)c(S(=O)(=O)Nc2ccc[nH]c2=O)c(C)c1	-16
CSCCC(N=CC1=C(O)CC(C)(C)CC1=O)C(=O)O (centres undefined)	8
CC(=O)c1c(OCC(=O)O)ccc2c(C)cc(=O)oc12	-3
Cc1nnc(SCC(=O)Nc2ncc(Cc3ccc(F)cc3)s2)n1N	-18
Cc1cccc(Cc2c(C)nc3nc(SCC(=O)NCc4ccco4)nn3c2C)c1	-1
CCOC(=O)C1CCCN(C(=O)c2cn(C)c(=O)c3cc(OC)c(OC)cc23)C1 (centres undefined)	6
CCOC(=O)N1CCC(NC(=O)c2cnn3ccccc23)CC1	4
COc1ccc(OC)c(NC(=O)CS(=O)(=O)c2ccccc2)c1	0
CCN(CC)C(=O)C1CCCc2c1[nH]c1ccc(Cl)cc21 (centres undefined)	-3
CC(C)(C)c1ccc(C(=O)Nc2cnccn2)cc1	-7
CCOC(=O)N1CCC(Nc2nc3ccccc3n3cnnc23)CC1	6
CC1(C)CC(=O)c2cnc(NC(=O)Cc3ccc(Cl)cc3)nc2C1	-2
COc1ccc(S(=O)(=O)Nc2ccc(C(F)(F)F)cc2)cc1OC	-26
COc1ccc(S(=O)(=O)Nc2ccccc2SC)cc1C	2
CCn1c(C)c(C(C)=O)c(N2CCN(C(=O)c3ccco3)CC2)nc1=S	1
Cc1cc2c(=O)n(Cc3ccco3)c(SCC(=O)c3ccc(Cl)s3)nc2s1	-22
Next section
SMILES	E coli WT inh
COc1cc(Br)cc2cc(C(=O)N3CCN(C(=O)c4ccco4)CC3)c(=O)oc12	-18
COc1cc2c(C)nc3onc(-c4ccccc4)c3c2cc1OC	-26
CC1CCc2nn(CC(=O)NCc3ccc4c(c3)OCO4)cc2C1 (centres undefined)	1
O=C(c1cc(-c2ccccc2)nc2ccccc12)N1CCN(c2ccccn2)CC1	-7
CCOc1ccc(N(CC(=O)OC)S(=O)(=O)c2ccc(OC)c(OC)c2)cc1	-1
O=C(Nc1ccc2c(c1)OCO2)c1cccc(F)c1	2
CCNS(=O)(=O)c1ccc2nc(NC(=O)c3cccnc3)sc2c1	0
O=C(Nc1ccc(Nc2ccccc2)cc1)N1CCOCC1	1
C=CCNCc1cccn1-c1ccccc1	-18
C[C@]12CC[C@@H]3c4ccc(OS(=O)(=O)O)cc4CC[C@H]3[C@@H]1CCC2=O	8
CC(=N\O)/C(CN(C)C)=N/O	0
C=CCc1cccc(CNc2c(C)n(C)n(-c3ccccc3)c2=O)c1O	-12
COCC(=O)Nc1cccc2ccccc12	-10
Cc1ccc(C)c(N2CCN(CCCNC(=O)Cn3cc4c(n3)CCC(C)C4)CC2)c1 (centres undefined)	-2
COc1ccc(NC(=O)c2cnc3n(c2=O)CCS3)cc1OC	6
Cn1c(Cc2csc(N)n2)nnc1SCC(=O)NCc1ccccc1	-8
CCOC(=O)c1c(-c2ccc(C)o2)csc1NC(=O)COC(=O)c1cccs1	16
CC(C)(C)C(=O)N=C1SC2CS(=O)(=O)CC2N1c1ccc2c(c1)OCO2 (centres undefined)	-3
Cc1nnc(SCC(=O)N2CCc3ccccc32)n1-c1ccccc1	-17
COc1ccc(CC(=O)NCc2nnc(SCCOc3ccccc3)n2C)cc1	-19
CCn1c(COc2ccc3c(c2)OCO3)nnc1SCC(=O)c1ccccc1	-13
O=C(O)C1CCCCC1C(=O)Nc1cccc(C(=O)N2CCCCC2)c1 (centres undefined)	-22
CCc1c(C)nc(SCC(=O)Nc2cccc(Br)c2)[nH]c1=O	0
CC(C)OP(=O)(c1ccc(N(C)C)cc1)C(O)c1ccncc1 (centres undefined)	-8
CCCC(=O)Nc1ccc2nc(SCC(=O)Nc3nccs3)sc2c1	-18
(list continues)
SMILES	E coli WT inh
CN(c1ccc(C(=O)NCc2ccco2)cc1)S(C)(=O)=O	-16
C=CCn1c(SCC(=O)C(C)(C)C)nnc1-c1cccs1	-10
CCOc1cc(S(=O)(=O)NCc2ccccc2)ccc1F	-5
Cc1c(Cl)cccc1NC(=O)CCN1CCCCC1	17
Cc1ccccc1NC(=O)CSc1nnc(Cc2cccn2C)n1-c1ccc(F)cc1	-3
CCOC(=O)N1CCN(C(=O)c2ccccc2NC(=O)c2ccc(OC)cc2)CC1	-18
CC(=O)Nc1ccc(C(=O)CSc2nnc(C)o2)cc1	-22
O=C(c1ccc(=O)oc1)N1CCCc2ccccc21	-22
CCOc1ccc(C)cc1S(=O)(=O)Nc1cccnc1	-22
Cc1ccc(C(=O)NCCN(C)C)c(C)c1	-18
CCOC(=O)CCSc1nc(C)cc(C(F)(F)F)c1C#N	-16
COC(=O)CNC(=O)COC(=O)c1cc(Cl)cc(Cl)c1N	8
CCOc1ccccc1CN(Cc1ccco1)S(=O)(=O)c1ccc(-n2cnnn2)c(OC)c1	-5
C=C(c1ccc(O)cc1)c1ccc(O)cc1	13
Brc1ccc(-c2cn3cccnc3n2)cc1	2
Cc1ccc(-c2nnc3sc(CCc4ccccc4)nn23)cc1	-1
O=C(CNC(=O)c1ccco1)OCc1ccc(C(=O)Oc2ccccc2)cc1	-26

An excerpt of these results, bar-delimited.
smiles | E coli WT inh
O=C(O)C1CCCCC1C(=O)Nc1cccc(C(=O)N2CCCCC2)c1 (centres undefined) | -22
CCc1c(C)nc(SCC(=O)Nc2cccc(Br)c2)[nH]c1=O | 0
CC(C)OP(=O)(c1ccc(N(C)C)cc1)C(O)c1ccncc1 (centres undefined) | -8
CCCC(=O)Nc1ccc2nc(SCC(=O)Nc3nccs3)sc2c1 | -18
CN(c1ccc(C(=O)NCc2ccco2)cc1)S(C)(=O)=O | -16
C=CCn1c(SCC(=O)C(C)(C)C)nnc1-c1cccs1 | -10
CCOc1cc(S(=O)(=O)NCc2ccccc2)ccc1F | -5
Cc1c(Cl)cccc1NC(=O)CCN1CCCCC1 | 17
Cc1ccccc1NC(=O)CSc1nnc(Cc2cccn2C)n1-c1ccc(F)cc1 | -3
CCOC(=O)N1CCN(C(=O)c2ccccc2NC(=O)c2ccc(OC)cc2)CC1 | -18
CC(=O)Nc1ccc(C(=O)CSc2nnc(C)o2)cc1 | -22
O=C(c1ccc(=O)oc1)N1CCCc2ccccc21 | -22
CCOc1ccc(C)cc1S(=O)(=O)Nc1cccnc1 | -22
Cc1ccc(C(=O)NCCN(C)C)c(C)c1 | -18
CCOC(=O)CCSc1nc(C)cc(C(F)(F)F)c1C#N | -16
COC(=O)CNC(=O)COC(=O)c1cc(Cl)cc(Cl)c1N | 8
CCOc1ccccc1CN(Cc1ccco1)S(=O)(=O)c1ccc(-n2cnnn2)c(OC)c1 | -5
C=C(c1ccc(O)cc1)c1ccc(O)cc1 | 13
